TRPC6 inhibitor = blocks the mouse TRPC6 cation channel; HEK293-TRPC6, membrane potential dye, ACh-evoked depolarization; hits give low values; B-score at 10 µM; AID 2553; 1.1% of 310,000 active;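 active means B-score under library mean minus 3 SD, initial fluorescence not abnormally high, positive integrated signal ratio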;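 further: B-score derived from integrated fluorescence ratio over the kinetic read; more negative B-score means stronger inhibition of depolarization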
MrgX1 ag = activates human MrgX1 receptor signaling. Q96LB2. MrgX1-HEK293 cells, Fluo-4 calcium fluorescence, agonist mode; hits give high values. B-score at 10 µM. 0.44% of 310,000 active. AID 588627;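 active means calcium response B-score plate-corrected fluorescence ratio at least 3 library SD, with starting fluorescence B-score inside 5 SD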
Target sequence (Q96LB2 whole entry, looked up): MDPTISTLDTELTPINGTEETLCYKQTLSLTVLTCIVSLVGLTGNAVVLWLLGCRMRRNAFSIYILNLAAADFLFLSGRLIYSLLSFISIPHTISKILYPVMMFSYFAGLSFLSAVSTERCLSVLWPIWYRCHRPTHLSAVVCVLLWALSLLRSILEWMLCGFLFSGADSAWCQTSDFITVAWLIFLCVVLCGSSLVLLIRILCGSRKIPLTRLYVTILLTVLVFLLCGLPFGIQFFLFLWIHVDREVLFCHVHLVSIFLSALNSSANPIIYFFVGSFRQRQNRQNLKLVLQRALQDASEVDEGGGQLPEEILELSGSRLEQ
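times = overnight plating, then 30 min 37 °C plus 30 min room-temperature dye loading | assay system = stable human MrgX1 HEK293 cell line | input = fifteen thousand cells per well | signal = kinetic calcium dye fluorescence, Fluo-4 NW | dosing = compound delivered in addition one of three | read-out = B-scored fluorescence response ratio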
TRPC4 act = TRPC4 (mouse) channel activation. 0.49% of 310,000 active. B-score at 10 µM. HEK293 TRPC4beta/mu-opioid, Fluo4 calcium fluorescence; hits give high values. Q9QUQ5. AID 2237;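 active means B-score above 5 SD of library B-scores, and initial fluorescence ratio not above library mean plus 5 SD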;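 further: positive B-score marks a calcium rise read as TRPC4 activation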
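system = HEK293 cells stably co-expressing mouse TRPC4beta and mu-opioid receptor | schedule = Fluo4 dye loading 45 min at room temperature, 110 s recording | measure = B-scored integrated calcium fluorescence ratio | signal = Fluo4 calcium-sensitive dye fluorescence, kinetic, 1 Hz baseline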
RGS4 block = human RGS4 inhibition. P49798. AID 463165. HEK293 M3R/RGS4 inducible, Fluo-4 calcium flux; hits give high values; triggered by carbachol at its EC20. B-score at 10 µM. 0.45% of 310,000 active;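 active means B-score, a plate-corrected calcium signal, over three deviations above library mean, with baseline fluorescence within five deviations of library mean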;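 further: RGS4 expression induced by doxycycline in cells with stable M3 receptor; B-score is computed from the integrated fluorescence ratio over baseline after carbachol; higher B-score means a larger calcium signal and so more RGS4 inhibition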
Target sequence (P49798 whole entry, looked up): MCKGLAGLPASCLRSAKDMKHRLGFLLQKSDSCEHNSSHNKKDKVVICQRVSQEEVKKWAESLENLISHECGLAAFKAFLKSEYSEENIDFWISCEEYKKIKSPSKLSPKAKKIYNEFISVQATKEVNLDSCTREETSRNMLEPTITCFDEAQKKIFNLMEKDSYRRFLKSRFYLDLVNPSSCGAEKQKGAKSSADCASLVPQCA
TRPC4 PAM = allosteric potentiators of mouse TRPC4 channel; 0.42% of 310,000 active; AID 2227; B-score at 10 µM; HEK293 TRPC4beta/mu-opioid, DAMGO EC20, Fluo-4 Ca2+ flux; hits give high values;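 active means B-score of calcium response area above 5 SD of library B-scores, with initial fluorescence ratio within 5 SD of library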;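 further: B-score of integrated fluorescence ratio over time as area under calcium response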
TRPC4 block = inhibitors of mouse TRPC4 channel; Q9QUQ5; B-score at 10 µM; 0.39% of 300,000 active; HEK293 TRPC4beta/mu-opioid, DAMGO-evoked Fluo4 calcium flux; hits give low values;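 active means B-score over 3 SD under the library average, no early fluorescence shift, positive overall ratio signal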
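material = TRPC4beta/mu-opioid receptor HEK293 cell line | probe or stimulus = sequential submaximal and maximal DAMGO stimulation | compound dosing = one concentration per compound | measured by = Fluo4 Ca2+ flux fluorescence | evaluation = integrated fluorescence ratio relative to baseline, converted to per-well B score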
TRPC6 act = mouse TRPC6 channel activation | HEK293-TRPC6 membrane potential dye fluorescence; hits give high values | AID 2550 | Q61143 | 0.13% of 310,000 active | B-score at 10 µM;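 active means B-score of the integrated fluorescence ratio above library mean plus 3 SD, and starting fluorescence ratio within library mean plus 5 SD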;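 further: higher score means more depolarization so channel activation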
MrgX1 PAM = allosterically activates human MrgX1 receptor signaling. MrgX1-HEK293, Fluo-4 calcium flux, FDSS; hits give high values. AID 588675. B-score at 10 µM. 0.63% of 310,000 active;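 active means plate-corrected calcium response at least 3 library SD above typical, normal starting fluorescence, not activating the receptor alone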;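 further: compound read alongside a low EC10 to EC30 dose of BAM8-22 agonist; peak minus trough fluorescence over baseline measured at the second addition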
TMEM16A act = mouse TMEM16A channel activation, primary screen. Q8BHY3. B-score at 10 µM. HEK293 TMEM16A/YFP-H148Q/I152L, iodide quench fluorescence; hits give low values. AID 623877. 0.3% of 340,000 active;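 active means fluorescence-ratio B-score plate-corrected deviation score at least 3 library SD below zero, with starting fluorescence score within 5 deviations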;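 further: channel opened by trigger with iodide after compound preincubation; score built on the fluorescence ratio of max minus min over baseline; more negative score means more quench and so TMEM16A activation or potentiation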
MrgX1 antag = blocks BAM8-22 activation of human MrgX1 receptor | AID 588676 | B-score at 10 µM | Q96LB2 | 1.3% of 310,000 active | MRGX1-HEK293 calcium flux, Fluo-4, BAM8-22 antagonism; hits give low values;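 active means calcium-response B-score plate-corrected more than 3 library SD below zero, starting fluorescence within 5 deviations, no agonist response on first addition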;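 further: peak minus trough fluorescence over baseline after final BAM8-22 challenge near maximal dose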
ANO1 block = blocks the mouse calcium-activated chloride channel TMEM16A. Q8BHY3. HEK293 TMEM16A/YFP iodide influx fluorescence, ionomycin. normalized B-score (activity score, 25-100; higher = stronger inhibition) at 10 µM. 1.2% of 310,000 active. AID 588511;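 active means ratio plate-corrected score three or more library SD toward inhibition, starting fluorescence score within five deviations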;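 further: score derived from kinetic fluorescence span divided by baseline fluorescence per well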
Active calls of the source: *; i = inactive; / = no result given.

canonical_smiles	TRPC6 inhibitor	MrgX1 ag	TRPC4 act	RGS4 block	TRPC4 PAM	TRPC4 block	TRPC6 act	MrgX1 PAM	TMEM16A act	MrgX1 antag	ANO1 block
NC(=O)CSc1nnc(-c2cc(-c3cccs3)nc3ccccc23)o1	/	i	/	/	/	/	/	i	i	i	i
O=C(Nc1ccc(N2CCOCC2)c(Cl)c1)c1ccc(F)cc1	i	i	i	i	i	i	i	i	i	i	i
Cc1cccc(N2CCN(C(=O)Cn3cccc3C(=O)c3ccccc3)CC2)c1C	i	i	i	i	i	i	i	i	i	i	i
CC[C@@H](C)C(NC(=O)OC(C)(C)C)c1cn([C@@H](CCC(=O)OC(C)(C)C)C(=O)N2CCN(C(=O)OC(C)(C)C)CC2)nn1 (stereo not given in full)	i	i	i	i	i	i	i	i	i	i	i
CC(=O)c1cc(F)c(N2CCN(CCC#N)CC2)cc1C	i	i	i	i	i	i	i	i	i	i	i
CCOP1(=O)C=C(C(C)(C)C)OC1c1ccc(F)cc1 (stereo not given)	i	i	i	i	i	i	i	i	i	i	i
CCSc1nccc(-c2nn(-c3ccc(C)cc3)ccc2=O)n1	i	i	i	i	i	i	i	i	i	i	i
COc1cccc(NC(=O)C2CCC(CNS(=O)(=O)c3cccc4cccnc34)CC2)c1 (stereo not given)	i	i	i	i	i	i	i	i	i	i	i
CCNC(=O)COC(=O)CCNC(=O)c1ccc(Cl)cc1	i	i	i	i	i	i	i	i	i	i	i
Fc1ccc2nc(-c3ccccc3)nc(SCc3nnc(-c4ccccc4)o3)c2c1	i	i	i	i	i	i	i	i	/	i	i
Nn1c(SCC(=O)Nc2ccc3c(c2)OCCO3)nnc1C(F)(F)F	i	i	i	i	i	i	i	i	i	i	i
Cc1nc(CCNS(=O)(=O)c2cccnc2)cs1	i	i	i	i	i	i	i	i	i	i	i
CCOC(=O)c1cn2nc(SCc3ccccc3)nc2nc1C	i	i	i	i	i	i	i	i	i	i	i
Cc1nc(SCc2nc3ccccc3[nH]2)c2oc3ccccc3c2n1	i	i	i	i	i	i	i	i	i	i	i
C=CCn1c(Cc2ccc(OC(C)C)c(Cl)c2)nnc1SCC(N)=O	i	i	i	i	i	i	i	i	i	i	i
O=S(=O)(Nc1ccccc1N1CCCCC1)c1cccs1	i	i	i	i	i	i	i	i	i	i	i
O=C(N/N=C/c1c[nH]c2c1ccc1ccccc12)c1ccc([N+](=O)[O-])cc1	i	i	i	i	i	i	i	i	i	i	i
COc1ccc(C2C(C#N)=C(N)N(N(C)C)C3=C2C(=O)CC(C)(C)C3)cc1OC (stereo not given)	i	i	i	i	i	i	i	i	i	i	i
COc1ccc(C=O)c(OC)c1	i	i	i	i	i	i	i	i	i	i	i
CCCCn1c(N)c(N(CC)C(=O)c2cc(CC)c(C)s2)c(=O)[nH]c1=O	i	i	i	i	i	i	i	i	i	i	i
O=C(Nc1cc(-c2nc3ccccc3s2)ccc1Cl)c1ccc2c(c1)OCO2	i	i	i	i	i	i	i	i	i	i	i
Cc1c(CNC(=O)C2CC2)c(-n2cccc2)n(Cc2ccccc2)c1C	i	i	i	i	i	i	i	i	i	i	i
CCCS(=O)(=O)c1nc(C)cc(C)c1S(C)(=O)=O	i	i	i	i	i	i	i	i	i	i	i
Cc1ccc(NC(=O)NCCSc2ccc(C)cc2)cc1	i	i	i	i	i	i	i	i	i	i	i
CC(=O)NCCc1c[nH]c2ccc(OCc3ccccc3)cc12	i	i	i	i	i	i	i	i	i	i	i
CSc1ccc(/C=C2\CCn3c2nc2cc(C(=O)O)ccc2c3=O)cc1	i	i	i	i	i	i	i	i	i	i	i
CCOC(=O)c1sc(NC(=S)NC(=O)c2cccc(Cl)c2)c(C(=O)OCC)c1C	i	i	i	i	i	i	i	i	i	-4.87*	i
O=C(O)c1ccccc1-c1ccccc1C(=O)NCCCO	i	i	i	i	i	i	i	i	i	i	i
Cc1ccc(NC(=O)NC2CCN(S(=O)(=O)c3ccc(F)cc3)CC2)cc1	i	i	i	i	i	i	i	i	i	i	i
CCOc1cc(CO)cc(Br)c1OCC(=O)Nc1ccccc1C	i	i	i	i	i	i	i	i	i	i	i
COc1ccc(NC(=O)CS(=O)CC(=O)Nc2cccc3cccnc23)cc1 (stereo not given)	i	i	i	i	i	i	i	i	i	i	i
O=C(CSc1ncn(-c2ccccc2)n1)Nc1ccc2c(c1)OCO2	i	i	i	i	i	i	i	i	i	i	i
O=S(=O)(Nc1ccc(Cc2ccncc2)cc1)c1ccc(Br)cc1	i	i	i	i	i	i	i	i	i	i	i
Cc1nn(Cc2cccc(C(=O)N3N=C(C(F)F)CC3(O)C(F)F)c2)c(C)c1[N+](=O)[O-] (stereo not given)	i	i	i	i	i	i	i	i	i	i	i
COc1ccc(C2/C(=C(/O)c3ccccc3)C(=O)C(=O)N2CCN2CCOCC2)c(OC)c1 (stereo not given)	i	i	i	i	i	i	i	i	i	i	i
CCc1[nH]nc2c1C(c1cccnc1)C(C#N)=C(N)O2 (stereo not given)	i	i	i	i	i	i	i	i	i	i	i
O=C1CC(N2CCOCC2)C(=O)N1Cc1ccc(N2CCCC2=O)cc1 (stereo not given)	i	i	i	i	i	i	i	i	/	i	i
CCC(=O)Nc1ccc(C(=O)Nc2cccc(C)n2)cc1	i	i	i	i	i	i	i	i	i	i	i
Cc1cc(-c2nc(C)c(-c3nnc(SCC(=O)Nc4cc(Cl)cc(Cl)c4)n3C)s2)no1	i	i	i	i	i	i	i	i	i	i	i
Cc1ccc2nc(C)/c(=N\O)c(C)nc2c1	i	i	i	i	i	i	i	9.99*	i	i	i
COc1cccc(NC(=O)N2CCCC2C(=O)NCc2ccc(Cl)cc2)c1 (stereo not given)	i	i	i	i	i	i	i	i	i	i	i
Cc1cccc(C)c1NC(=O)COC(=O)C1CC(=O)N(Cc2ccccc2)C1 (stereo not given)	i	i	i	i	i	i	i	i	i	i	i
COc1ccccc1CNCc1cccs1	i	i	i	i	i	i	i	i	i	i	i
CN(C)CCOC(c1ccccc1)c1ccccc1	i	i	i	i	i	i	i	i	i	i	i
CCCc1cc(C(=O)Nc2ccc(OC)cc2[N+](=O)[O-])cs1	i	/	i	i	i	i	i	/	i	/	/
Cc1nc(NCCc2ccccc2)c2nnn(Cc3ccccc3Cl)c2n1	i	i	i	i	i	i	i	i	i	i	i
CCCCc1ccc(Nc2ncccc2C#N)cc1	i	i	i	i	i	i	i	i	i	i	i
CCC(C)N(C(=O)c1csnn1)C(C(=O)NCc1ccc(F)cc1)c1ccccc1F (stereo not given)	i	i	i	i	i	i	i	i	i	i	i
CCOC(=O)c1c(C)[nH]c(C(=O)Cn2c(=O)oc3ccccc32)c1C	i	i	i	i	i	i	i	i	i	i	i
C=C(C)CNC(=S)Nc1cccc(N)n1	i	/	i	i	i	i	i	/	i	/	/
O=C(CN(CC1CCCO1)C(=O)CNS(=O)(=O)c1ccc(F)cc1)NCc1ccco1 (stereo not given)	i	i	i	i	i	i	i	i	i	i	i
CC(=O)c1ccc(S(=O)(=O)NC2CC(=O)N(c3ccc(C)cc3)C2)cc1 (stereo not given)	i	i	i	i	i	i	i	i	i	i	i
COC(=O)/C=c1\[nH]c2nnc(C)n2c1=O	i	i	i	i	i	i	i	i	i	i	i
CC(C)CCn1nnnc1C(c1ccc(N(C)C)cc1)N1CCN(C(=O)c2ccco2)CC1 (stereo not given)	i	i	i	i	i	i	i	i	i	i	i
CCOC(=O)Cc1sc(N)nc1C	i	i	i	i	i	i	i	i	i	i	i
CC(C)OC(=O)COc1cc(O)c2c(=O)cc(-c3ccccc3)oc2c1	i	i	i	i	i	i	i	i	i	i	i
COc1ccc(Cl)cc1NC(=O)C1CCN(C(=O)C2CC(=O)N(c3ccc(C)cc3)C2)CC1 (stereo not given)	i	i	i	i	i	i	i	i	i	i	i
CCOC(=O)c1ccc(Nc2cc(C)nc(-c3ccccc3O)n2)cc1	i	i	i	i	i	i	i	i	i	i	i
CC(=O)c1cccc(NC(=O)C2CCN(S(=O)(=O)c3c(C)n[nH]c3C)CC2)c1	i	i	i	i	i	i	i	i	i	i	i
COc1ccc(N(CC(=O)N2CCN(c3ccc(Cl)cc3)CC2)S(=O)(=O)c2c(C)noc2C)cc1	i	i	i	i	i	i	i	i	i	i	i

Next entries follow.
canonical_smiles	TRPC6 inhibitor	MrgX1 ag	TRPC4 act	RGS4 block	TRPC4 PAM	TRPC4 block	TRPC6 act	MrgX1 PAM	TMEM16A act	MrgX1 antag	ANO1 block
COc1ccc(-n2c(Cc3ccccc3)nnc2SCc2ccc([N+](=O)[O-])cc2)cc1	i	i	i	i	i	i	i	i	i	i	i
CC1CC(=O)Nc2ccccc2N1S(=O)(=O)c1ccc(F)cc1F (stereo not given)	i	i	i	i	i	i	i	i	i	i	i
COc1ccc(OC)c(N2C(N)=C(C#N)C(c3ccc(OC)c(O)c3)C3=C2CC(C)(C)CC3=O)c1 (stereo not given)	i	i	i	i	i	i	i	i	/	i	i
CCOc1ccc(C2C=C(c3ccccc3)Nc3ncnn32)cc1 (stereo not given)	i	i	i	i	i	i	i	11.2*	/	i	i
CC(=O)c1ccc(NC(=O)C2(c3ccccc3)CCOCC2)cc1	i	i	i	i	i	i	i	i	i	i	i
Cc1cc(C)cc(NC(=O)CCC(=O)N2CCSc3ccccc32)c1	i	i	i	i	i	i	i	i	i	i	i
Cn1c(=O)c2c(nc(NCCO)n2CCCc2ccccc2)n(C)c1=O	i	i	i	i	i	i	i	i	i	i	i
CCN1CCCC1CNC(=O)C(=O)NCCc1ccc(OC)c(OC)c1 (stereo not given)	i	i	i	i	i	i	i	i	i	i	i

Screening results deposited in PubChem by Johns Hopkins Ion Channel Center.

Outcome played no part in choosing rows; 5.8% or so of the library scored in one or more.
